# Compound activity from PubChem BioAssay.
# GLA spleen mod: alpha-galactosidase A (human) modulation. P06280. human spleen homogenate, 4MU-alpha-Gal fluorescence, 40 min. Potency, µM (top dose mostly 80 µM), for the others: at the highest dose activity change, negative = inhibition, usual class: inhibitors. 0.008% of 240,000 active;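 further: 0% = enzyme with vehicle and -100% = no enzyme basal signal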
#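 Human spleen homogenate (1 ug) as enzyme source, 4-methylumbelliferyl-alpha-D-galactopyranoside 1 mM final, citrate/phosphate pH 5.0 with 0.01% Tween-20. Compounds 40 min at 37C, NaOH/glycine stop; fluorescence Ex 365/Em 440, Hill-fit AC50.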
# KDM4E inh: inhibitors of human JMJD2E histone demethylase; Potency, µM (doses to about 57.1 µM), without a hit: at the top dose activity change, negative = inhibition, usual class: inhibitors; JMJD2E catalytic domain, FDH-coupled NADH fluorescence (FDH is formaldehyde dehydrogenase); 1.6% of 230,000 active; B2RXH2; active means well fitted inhibition curve with a large enough effect, not every such curve was filed as active; inconclusive means small, poorly fitted or top-dose-only effect, or another doubt; inactive means no such curve, though single readings can be large or run the other way;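 further: 0% = wells with enzyme and -100% = buffer wells without enzyme; nearly all actives have a fitted effect of over 50% in size; many of its hits are not listed in these tables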
# GAA glycogen: inhibitors or activators of human alpha-glucosidase glycogen cleavage | recombinant GAA, glycogen substrate, Amplex Red glucose oxidase fluorescence | Potency, µM (titrated, usually from 76.4 µM), without a hit: at the highest dose activity change, negative = inhibition, most hits filed as inhibitors | 0.38% of 300,000 active | AID 2100;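 further: 0% = full enzyme reaction and -100% = no-enzyme basal signal; the screen sought inhibitors and activators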
#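 qHTS, 1536-well; enzyme 4 nM final; cpd up to 77 uM; substrate bovine liver glycogen 30 ug; 50 mM citrate/phosphate pH 5.0, 0.01% Tween-20; 37 C, 40 min; Amplex Red detection 45 min RT; Hill fit → AC50.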
# GoLoco inh red: RGS12 GoLoco-Gai1 interaction inhibition | P63096 | Potency, µM (highest dose often 61.6 µM), for the others: at the top dose activity, negative = inhibition, most hits filed as inhibitors | 0.44% of 230,000 active | Gai1:RGS12 GoLoco peptide FP, rhodamine, 10 min; active means well fitted inhibition curve with a large enough effect, not every such curve was filed as active; inactive means no such curve, though single readings can be large or run the other way; further: on the % scale 0 is the no-effect control and ±100 the full control effect; nearly all actives have a fitted effect of over 30% in size; many of its hits are not listed in these tables
# Target sequence (P63096 whole entry, looked up): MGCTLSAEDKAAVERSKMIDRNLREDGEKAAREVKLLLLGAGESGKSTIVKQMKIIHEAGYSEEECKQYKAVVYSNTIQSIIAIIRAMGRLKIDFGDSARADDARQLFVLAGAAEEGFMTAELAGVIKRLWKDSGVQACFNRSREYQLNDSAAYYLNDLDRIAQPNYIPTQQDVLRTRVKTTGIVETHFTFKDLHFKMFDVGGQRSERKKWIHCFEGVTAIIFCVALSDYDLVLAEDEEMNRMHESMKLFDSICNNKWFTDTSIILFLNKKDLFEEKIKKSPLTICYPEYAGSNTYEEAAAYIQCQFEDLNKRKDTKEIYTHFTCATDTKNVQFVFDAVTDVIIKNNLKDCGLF
# aGlu spleen mod: inhibits or activates alpha-glucosidase in human spleen homogenate | AID 2112 | human spleen homogenate, 4-MU-alpha-glucoside fluorescence | P10253 | Potency, µM (titrated, usually from 79.9 µM), without a hit: top-dose activity change, negative = inhibition, most hits filed as inhibitors | 0.006% of 240,000 active;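 further: 0% = enzyme with vehicle and -100% = no enzyme basal signal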
#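 AC50 values come from Hill-equation fits of concentration-response data, normalized to no-enzyme and full-activity controls. Enzyme source: 1 ug human spleen homogenate; 1 mM fluorogenic 4-MU glucoside, pH 5.0 citrate buffer, 37 C, 40 min.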
# GAA inhib: inhibitors of human lysosomal alpha-glucosidase. P10253. purified human GAA, 4-MU-alpha-glucoside fluorescence. Potency, µM (top dose mostly 76.9 µM), for inactives: top-dose activity change, negative = inhibition, usual class: inhibitors. 0.005% of 200,000 active. AID 1466;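 further: plate controls were uninhibited enzyme wells for no effect and no-enzyme background for full effect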
#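 Fluorogenic assay: 4 nM human alpha-glucosidase with 400 uM 4-methylumbelliferyl-alpha-D-pyranoside in 50 mM citrate/phosphate, 0.005% Tween-20, pH 5.0, 20 min at room temperature. Compounds tested up to 77 uM; AC50 from Hill fits.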
# SMN2 splice up: enhancers of SMN2 splice variant expression; 2.8% of 210,000 active; AID 1458; Potency, µM (highest dose often 46.1 µM), for inactives: at the highest dose activity change, positive = activation, actives largely listed as activators; HEK293 SMN2-luciferase splicing reporter, luminescence, 30-36 h; further: % of control where 0% means no effect; nearly all actives have a fitted effect of over 55% in size
#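 HEK293 cells carry an SMN2 minigene-luciferase reporter in which exon 7 inclusion puts luciferase in frame. Cells were seeded at 2000 cells/well, attached for 10-12 hours, then exposed to compounds for 30-36 hours at 37C before ONE-Glo luminescence.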
# ALDH1A1 inh: blocks purified human ALDH1A1 activity | P00352 | 7.3% of 220,000 active | AID 1030 | Purified ALDH1A1, NADH fluorescence, propionaldehyde substrate | Potency, µM (doses to about 75.3 µM), inactives show top-dose activity, negative = inhibition, hits mostly inhibitors; active means well fitted inhibition curve with a large enough effect, not every such curve was filed as active; inconclusive means small, poorly fitted or top-dose-only effect, or another doubt; inactive means no such curve, though single readings can be large or run the other way;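 further: plate controls were no enzyme wells and a reference inhibitor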
# Target sequence (P00352 whole entry, looked up): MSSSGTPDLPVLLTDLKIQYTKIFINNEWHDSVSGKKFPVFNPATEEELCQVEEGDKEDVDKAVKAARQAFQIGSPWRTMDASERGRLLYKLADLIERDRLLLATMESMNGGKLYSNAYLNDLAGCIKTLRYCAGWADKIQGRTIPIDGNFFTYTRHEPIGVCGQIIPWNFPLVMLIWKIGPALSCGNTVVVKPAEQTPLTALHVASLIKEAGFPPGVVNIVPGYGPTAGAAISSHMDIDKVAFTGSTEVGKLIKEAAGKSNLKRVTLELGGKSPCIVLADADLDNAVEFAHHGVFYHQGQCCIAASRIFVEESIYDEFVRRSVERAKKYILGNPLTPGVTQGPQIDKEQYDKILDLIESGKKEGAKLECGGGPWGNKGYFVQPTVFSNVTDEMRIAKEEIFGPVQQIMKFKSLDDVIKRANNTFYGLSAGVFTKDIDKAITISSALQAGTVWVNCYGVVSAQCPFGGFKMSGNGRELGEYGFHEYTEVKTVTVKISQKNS
# * hit, by the source's call; ? = inconclusive; . = not tested or not shown; & = joins results of further samples; [ ] = remark or other dose. Unless noted, the call rests on the fitted dose curve; in most records, active means well fitted curve in the direction sought with a large enough effect; inconclusive means small, poorly fitted or top-dose-only effect, or another doubt; inactive means no such curve, though single readings can be large; an effect the other way counts as inactive or inconclusive. Potency means the concentration at half of the fitted maximal effect.
canonical_smiles	KDM4E inh	aGlu spleen mod	ALDH1A1 inh	GLA spleen mod	SMN2 splice up	GoLoco inh red	GAA glycogen	GAA inhib
CC(C)CC(=O)Nc1ccccc1N1CCOCC1	-2%	-1%	?	-7%	11%	8%	11%	0%
CC(=O)c1ccccc1N(C(=O)c1ccco1)C(C(=O)NC1CCCC1)c1ccc(N2CCOCC2)cc1 (stereo not given)	3%	-6%	-7%	11%	.	9%	-11%	0%
CCC(c1nnnn1Cc1ccc2c(c1)OCO2)N1CCN(c2ccccc2)CC1 (stereo not given)	-4%	1%	?	0%	-2%	-11%	-1%	-15%
C/C(=N\OCC(=O)Nn1c(=O)[nH]c2ccccc2c1=O)c1cccs1	?	1%	-14%	-1%	-2%	8%	-4%	-2%
O=C(Nc1ccc2nc(-c3ccco3)[nH]c2c1)c1ccco1	-10%	-1%	?	0%	24%	-12%	-3%	0%
O=C(Nc1ccc(F)c([N+](=O)[O-])c1)c1ccc2c(c1)OCCO2	-12%	2%	2%	7%	22%	15%	0%	12%
COc1ccc(S(=O)(=O)N2CCCN(CC(=O)Nc3ccc(OC)c(Cl)c3)CC2)cc1	-14%	-8%	1.6µM*	5%	-46%[inhibitor]	26%	-13%	-13%
COc1cc(C)nc(N2CCCC(C(=O)Nc3ccccc3Br)C2)n1 (stereo not given)	-1%	3%	9%	0%	-20%	-7%	8%	6%
O=C(CCS(=O)(=O)c1ccccc1)Nc1nccs1	9%	-1%	?	2%	6%	5%	-15%	?
CCOc1ccc(OCC)c(NC(=O)Cn2c(C)nc3ccccc3c2=O)c1	-1%	1%	1%	-2%	21%	6%	-1%	-12%
NCCCC[C@@H]1NC(=O)c2cc([N+](=O)[O-])cc(F)c2NCCCC[C@@H](C(N)=O)NC(=O)CNC1=O	-6%	-2%	2%	3%	17%	9%	6%	0%
CCCc1nc2ccccc2c(C(=O)OCc2nnc(-c3cc(OC)c(OC)c(OC)c3)o2)c1CC	?	-4%	-5%	-8%	6%	-1%	-23%	-6%
O=[N+]([O-])c1ccc2[nH]nc(-c3ccccc3)c2c1	9%	-2%	2%	-1%	-6%	8%	8%	-10%
CC(O)c1nc2ccc(C(=O)O)cc2[nH]1 (stereo not given)	3%	-2%	.	-2%	.	7%	8%	.
CC(C)=CCC1=C(O)c2ccccc2C(=O)C1=O	?	9%&8%	?	3%&-9%	4µM*	-23%&-4%	.	.
O=C(O)C(Cc1ccccc1)n1cnnn1 (stereo not given)	3%	-8%	2%	5%	12%	7%	1%	0%
O=C(O)CSc1nc2c(cnn2-c2ccccc2)c(=O)n1-c1ccc(Br)cc1	-3%	-3%	-6%	1%	4%	0%	9%	-2%
CC1=CC2=NC(=O)/C(=C/c3coc4ccc(Cl)cc4c3=O)C(=N)N2O1	?	-9%	?	-4%	.	55%[activator]	-4%	-6%[15.4 µM]
CC(=O)Nc1ccc(NC(=O)CN2CCCC(C)C2)c(Cl)c1 (stereo not given)	-11%	4%	-1%	-1%	22%	6%	3%	-10%
Cc1ccc(S(=O)(=O)Nc2ccc(NC(=O)Nc3cccc(C(F)(F)F)c3)cc2)cc1	-9%	-5%	-2%	2%	-22%	13%	-15%	-10%
COCCCNC(=O)Cn1nnc(-c2ccc(NC(=O)c3ccccc3OC)cc2)n1	?	1%	?	7%	-6%	-3%	-3%	3%
O=C1Nc2ccccc2SC(c2ccccc2)C1O (stereo not given)	?	-3%	-13%	-8%	-7%	40%[activator]	-28%	-7%
Fc1ccccc1NC(=S)N(CCN1CCCCCC1)Cc1cccs1	-19%	-5%	?	0%	-37%[inhibitor]	0%	1%	-3%
CC(=O)c1ccc(OC(=O)CCc2nc3ccccc3s2)cc1	-10%	6%	-2%	0%	5%	18%	-9%	0%
Cc1ccc(S(=O)(=O)N2CCOCC2)cc1C(=O)NCc1ccc(F)cc1	3%	2%	10%	2%	-11%	-15%	-16%	-3%
CCOC(=O)C1CCCN(Cc2ccccc2Cl)C1 (stereo not given)	?	-4%	?	5%	-25%	-24%	-1%	-6%
CC1CC(C)CN(S(=O)(=O)c2ccc(C(=O)NN3CCOCC3)cc2)C1 (stereo not given)	-6%	6%	-6%	6%	-16%	-11%	-7%	?
CCOC(=O)N1CCN(C(=O)c2cccc(NS(=O)(=O)c3ccc(F)c(F)c3)c2)CC1	11%	0%	18%	2%	-4%	5%	-6%	-8%
COc1ccc(CCNC(=O)CCc2ccc(S(=O)(=O)NC(C)C)cc2)cc1OC	9%	-6%	17%	21%	-10%	7%	3%	-1%
c1cncc(CSc2nnc3ccc(-c4ccncc4)nn23)c1	0%	.	-2%	-11%	-5%	9%	0%	2%

# Three entries from above, arranged by the value under GLA spleen mod, highest first.
canonical_smiles | KDM4E inh | ALDH1A1 inh | GLA spleen mod | GoLoco inh red | GAA glycogen | GAA inhib
O=C(O)C(Cc1ccccc1)n1cnnn1 (stereo not given) | 3% | 2% | 5% | 7% | 1% | 0%
Cc1ccc(S(=O)(=O)Nc2ccc(NC(=O)Nc3cccc(C(F)(F)F)c3)cc2)cc1 | -9% | -2% | 2% | 13% | -15% | -10%
O=C1Nc2ccccc2SC(c2ccccc2)C1O (stereo not given) | ? | -13% | -8% | 40%[activator] | -28% | -7%

# Later entries.
canonical_smiles	KDM4E inh	aGlu spleen mod	ALDH1A1 inh	GLA spleen mod	SMN2 splice up	GoLoco inh red	GAA glycogen	GAA inhib
C#CCn1c(=O)cc(C)c2ccccc21	-16%	-12%	-9%	-9%	-8%	-3%	-11%	7%
CC1(C)Cn2c(nnc2-c2cccc(O)c2)S1	1%	-2%	?	9%	66%	-24%	4%	1%
CCS(=O)(=O)N1CCN(S(=O)(=O)c2ccc(F)cc2)CC1	-2%	-2%	4%	4%	-5%	10%	6%	-10%
Cc1ccc(NC(=O)N2CCCC2)cc1Cl	7%	6%	14%	-9%	16%	-11%	-2%	-1%
CCCNC(=O)Cn1c(=O)cnc2ccccc21	?	-4%	?	6%	.	.	-6%	3%
CCC(C)NC(=O)Cn1c(=O)n(-c2ccc(OC)cc2)c(=O)c2ccc(C(=O)NCc3ccc(C)cc3)cc21 (stereo not given)	3%	-13%	4%	3%	.	14%	8%	5%
Cc1ccccc1C(=O)NC(=S)Nc1ccc(Cc2ccncc2)cc1	-5%	-9%	?	-5%	-33%[inhibitor]	-10%	-3%	8%
COc1ccc(-c2ccc(OC)cc2C(=O)O)cc1	3%	-3%	-6%	-3%	?	12%	3%	-2%
Cn1ncc(N=Cc2ccccc2O)c1C(=O)N1CCOCC1	-5%	-8%	2%	4%	-8%	-1%	-2%	-2%
C=CCn1cnc2c(c1=O)c1nc3ccccc3nc1n2-c1ccccc1	?	5%	?	4%	-10%	5%	6%	5%
CCNc1nc(N2CCOCC2)nc(N(c2ccccc2)c2ccccc2)n1	-2%	1%	13%	2%	-9%	6%	3%	-8%
CC(C)(C)C(=O)Nc1ccc(S(=O)(=O)Nc2ccccn2)cc1	?	2%	2%	0%	-1%	14%	-17%	11%
CCS(=O)(=O)N1Cc2ccccc2CC1C(=O)Nc1cccc(C)c1 (stereo not given)	5%	-3%	2%	-6%	?	4%	16%	1%
O=C(Nc1ccccc1)c1ccccc1OCC(O)CN1C(=O)c2ccccc2S1(=O)=O (stereo not given)	7%	-1%	?	-4%	-5%	6%	1%	-5%
CC(C)(C)NC(=O)NC(=O)COC(=O)C1=COCCO1	2%	-5%	0%	-8%	4%	-3%	4%	4%
CC(=O)Nc1c(C(=O)N2CCCCCC2)cnn1-c1ccccc1Cl	2%	-4%	3%	1%	-1%	-6%	7%	4%
COc1ccc(OC)c(NC(=O)CSc2nnc(CNc3ccc(F)cc3)o2)c1	0%	-4%	-5%	2%	-1%	2%	-7%	-11%
CS(=O)(=O)Nc1ccccc1C(=O)Nc1ccccc1Cl	?	-2%	2%	-5%	-23%	-8%	1%	2%
CS(=O)(=O)Nc1cccc(S(=O)(=O)N2CCN(C(=O)c3ccccc3)CC2)c1	-6%	-18%	.	-2%	.	-8%	-6%	.
Cc1ccc(Cn2ccc(NC(=O)c3cc(-c4cccc(Cl)c4)on3)n2)cc1	13%	-2%	?	2%	-39%[inhibitor]	60%[activator]	6%	3%
CCCCCCOc1ccc(N2C(=O)CC(N3CCC(C(=O)OCC)CC3)C2=O)cc1 (stereo not given)	-8%	-4%	?	0%	-17%	-2%	3%	-2%
O=c1c2cnn(-c3ccccc3)c2ncn1Cc1ccccc1	?	2%	-5%	1%	-59%[inhibitor]	-3%	0%	3%
N#Cc1nc(COc2ccc(F)cc2)oc1N1CCN(Cc2ccccc2)CC1	-7%	-6%	-17%	1%	-18%	7%	-9%	?
CCOC(=O)CNC(=O)CSc1nnc(Cn2c(=O)sc3ccccc32)n1C	1%	-2%	3%	10%	5%	11%	-1%	1%
CCc1nnc(NC(=O)CSc2nnc(Cc3ccccc3)n2Cc2ccccc2)s1	-4%	-8%	-4%	-19%	-6%	-1%	0%	7%
COc1ccc(-n2c(SCC(=O)Nc3ccc4c(c3)OCO4)nc3ccccc3c2=O)cc1	-4%	-1%	-9%	-11%	9%	1%	-12%	-7%
O=C(NCc1cccnc1)c1cccn1-c1ncc(C(F)(F)F)cc1Cl	2%	8%	4%	3%	0%	10%	-19%	1%
COc1ccc(C(=O)N2CCC[C@@]3(CCN(Cc4cc(C(F)(F)F)cc(C(F)(F)F)c4)C3)C2)cc1	.	2%	7%	-9%	-24%	3%	.	.
CCCCC(Sc1nc(N)c(NC(=O)c2ccc(OCC)cc2)c(=O)[nH]1)C(=O)O (stereo not given)	3%	2%	0%	-3%	14%	6%	-7%	3%
O=C(CN1C(=O)C2C3C=CC(C3)C2C1=O)N1CC(=O)N(CCc2ccccc2)C(=O)C1 (stereo not given)	0%	9%	28µM*	7%	-8%	-8%	4%	3%
O=C(O)C1C2C=CC(C2)C1C(=O)NCCc1ccncc1 (stereo not given)	-11%	4%	-5%	-7%	7%	-4%	4%	-8%
Cc1cc(C)c2ccc(Cl)cc2n1	-2%	-5%	.	6%	.	1%	0%	.
O=C(O)CCN1C(=O)C(=C2CCCCCC2)SC1=S	?	2%	?	3%	-3%	1%	-19%	-7%

# Not all compounds are listed, so the mix of outcomes need not match the whole.
